PfHsp40 rescue: restores yeast growth despite PfHsp40 toxicity; S. cerevisiae expressing PfHsp40, growth rescue, ATP luminescence; growth rescue, % at 12.5 µM; 340,000 tested, 0.68% active; in the data active means growth rescue above about 28%, passing the limit was not always enough; inconclusive means no clear call, values can overlap the other calls;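 further: yeast W303a lacking pdr1 and pdr3 grown in galactose medium; growth measured after three days at 30 °C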
FBA Mtb inh: Mtb fructose-bisphosphate aldolase inhibition | 360,000 tested, 2.3% active | P9WQA3 | purified M. tuberculosis FBA, fluorescence read-out | inhibition, % at 1 µM; in the data active means inhibition above about 27%;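 further: 0% = vehicle and 100% = reference inhibitor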
Target sequence (P9WQA3 whole entry, looked up): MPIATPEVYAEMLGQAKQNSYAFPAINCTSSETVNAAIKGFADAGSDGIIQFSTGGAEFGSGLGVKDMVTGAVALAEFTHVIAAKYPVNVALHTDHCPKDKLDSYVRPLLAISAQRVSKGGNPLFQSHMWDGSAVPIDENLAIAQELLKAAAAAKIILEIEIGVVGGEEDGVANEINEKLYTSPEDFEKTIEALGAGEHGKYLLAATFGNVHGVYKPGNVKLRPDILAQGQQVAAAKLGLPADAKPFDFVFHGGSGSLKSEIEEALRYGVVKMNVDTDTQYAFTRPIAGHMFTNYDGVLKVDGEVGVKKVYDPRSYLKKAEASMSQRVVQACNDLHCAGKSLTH
Anthrax LF prot: inhibitors of Bacillus anthracis lethal factor protease. P15917. multiplex microsphere protease cleavage assay, LF. inhibition, % at 10 µM. 360,000 tested, 0.12% active. AID 588501; further: plate controls were buffer without enzyme for full effect and enzyme alone for no effect
BoNT A protease: BoNT A light chain protease inhibition; inhibition, % at 10 µM; AID 588499; 360,000 tested, 0.17% active; multiplex microsphere protease substrate cleavage, flow cytometry; further: plate controls were buffer without enzyme for full effect and enzyme alone for no effect
FadD28 binding: blocks FadD28 binding to the bisubstrate probe; fluorescence polarization; inhibition, % at 12.5 µM; 360,000 tested, 0.22% active; AID 588549; in the data active means inhibition above about 8.5%, passing the limit was not always enough; inconclusive means no clear call, values can overlap the other calls
GDH-TPI counter: GDH-TPI coupled enzyme inhibition counter-screen | GDH-TPI coupled enzyme counterscreen, NADH absorbance | inhibition, % at 4.8 µM | 360,000 tested, 1.2% active; in the data active means inhibition above about 30%;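 further: 0% = DMSO wells and 100% = wells lacking the enzyme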
UGM FP inh: Mtb UDP-galactopyranose mutase inhibition; P9WIQ1; 320,000 tested, 0.06% active; inhibition, % at 10 µM; AID 504406; purified UGM, fluorescence polarization probe displacement; in the data active means inhibition above about 10%, passing the limit was not always enough; inconclusive means no clear call, values can overlap the other calls
Target sequence (P9WIQ1 whole entry, looked up): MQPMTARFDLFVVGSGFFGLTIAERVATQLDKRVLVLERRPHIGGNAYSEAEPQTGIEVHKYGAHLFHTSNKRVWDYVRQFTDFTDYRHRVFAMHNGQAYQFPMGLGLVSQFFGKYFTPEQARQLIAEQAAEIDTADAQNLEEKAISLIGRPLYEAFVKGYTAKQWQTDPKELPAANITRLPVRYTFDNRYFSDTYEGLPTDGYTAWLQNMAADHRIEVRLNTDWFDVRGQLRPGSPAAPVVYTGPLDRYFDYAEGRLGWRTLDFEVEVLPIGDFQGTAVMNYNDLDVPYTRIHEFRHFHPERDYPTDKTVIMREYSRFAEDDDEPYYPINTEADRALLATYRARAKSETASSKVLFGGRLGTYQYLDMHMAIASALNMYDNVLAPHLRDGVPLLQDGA
Mtb BioA inh: BioA (M. tuberculosis) enzyme inhibition; AID 602481; inhibition, % at 9.99 µM; purified M. tuberculosis BioA enzyme, plate reader; 360,000 tested, 0.096% active; in the data active means inhibition above about 40%; inconclusive means no clear call, values can overlap the other calls
BoNT F protease: blocks Botulinum neurotoxin F light chain protease; Multiplex microsphere protease cleavage assay, flow cytometry; inhibition, % at 10 µM; 360,000 tested, 0.22% active; in the data active means inhibition above about 35%, passing the limit was not always enough; inconclusive means no clear call, values can overlap the other calls; further: plate controls were buffer without enzyme for full effect and enzyme alone for no effect
The depositor's hits bear a star; u = inconclusive; x = not tested or not shown; & = joins results of further samples. Unless noted, no stated cut-off is given here; in the data, active means inhibition above about 30%; inconclusive means no clear call, values can overlap the other calls; inactive means below that.

SMILES	PfHsp40 rescue	FBA Mtb inh	Anthrax LF prot	BoNT A protease	FadD28 binding	GDH-TPI counter	UGM FP inh	Mtb BioA inh	BoNT F protease
O=C(c1ccco1)N1CCN(Cc2csc(-c3ccccc3Cl)n2)CC1	0.6	4	-6	-1.4	-1.9	3	1.9	0.9	0
CC[C@@H]1C/C=C\Cc2ccccc2[C@H](C(=O)C[C@H](O)CC(C)=O)OC1=O	-0.2	1	-4	-0.4	-0.4	-3	0.5	0.3	-2
CC(=O)C1C(c2cccc([N+](=O)[O-])c2)C2C(C)=NN=C2CC1(C)O (configuration not stated)	-0.5	-2	-1	-0.1	u	-12	0.7	0.4	0
CC(=O)Nc1ccc(N2C(=O)CCC2=O)cc1C	2.5	0	-1	-0.3	-2.9	-7	-0.9	-1.6	-13
COc1ccc(NS(=O)(=O)c2ccc(-c3n[nH]c(=S)n3Cc3ccccc3)cc2)cc1	6.4	1	-4	0.9	0.6	10	2.8	1.0	5
COc1ccc(C)cc1N(CC(N)=O)S(=O)(=O)c1ccc(C)cc1	-1.7	-10	-4	0.2	-1.5	15	1.2	-2.0	1
COc1ccnc(-n2cccc2C#N)c1C#N	-1.0	2	2	1.0	0.8	7	1.3	x	3
COc1ccc(S(=O)(=O)NCCc2nnc3ccc(SCc4cccnc4)nn23)cc1	-1.6	13	-5	-0.2	-5.6	-12	4.4	x	0
CCSc1nc(N)nc2c1ncn2C1OC(CO)C(O)C1O (configuration not stated)	0.4	2	-2	-0.6	0.2	7	x	-0.3	5
O=C1Nc2cc3c(cc2C1=O)sc1ccccc13	x	1	x	x	-1.3	6	0.3	-1.0	x
CC(C)(C)N(CC#CCC1(O)c2ccccc2-c2ccccc21)CCO	0.0	0	-5	0.5	-0.4	10	-2.3	x	-3
COC(=O)/C=C1\SC(=Nc2ccc(OC)cc2)NC1=O	0.6	-1	-4	-0.8	-0.3	7	1.3	x	-2
O=C(Nc1ccccc1)C(Cc1ccccc1)NC(=O)C12CC3CC(CC(C3)C1)C2 (configuration not stated)	-0.6	5	2	-0.2	1.1	-1	1.8	x	-3
CC(OC(=O)c1cc2sccc2n1C)C(=O)NC(C)(C)C (configuration not stated)	0.7	2	-6	-0.5	-1.4	2	0.1	x	-7
CN(C)P1(=O)N(C)CCN1C	x	5	0	-0.4	0.8	x	x	0.6	11
O=[N+]([O-])c1ccc(-n2nnnc2CN2CCOCC2)cc1	0.8	-1	2	0.1	-3.3	-6	2.4	x	-4
CCc1ccccc1N1CC(C(=O)Nc2cc(S(=O)(=O)N3CCCC3)ccc2Cl)CC1=O (configuration not stated)	0.1	-1	-6	1.8	-0.6	2	-0.2	x	3
Nc1ccc(Nc2ccccc2)cc1	0.1	1	-57	-0.1	-1.8	8	4.3	-3.5	-154
CCC(CO)Oc1cc(NCc2ccccc2)c2ncn(C(C)C)c2c1 (configuration not stated)	-0.1	6	2	-0.8	-0.2	9	-1.2	0.0&-0.7	1
Cc1c(C(=O)NCc2ccc3c(c2)OCO3)sc2nc(-c3ccccc3)cn12	0.4	6	-12	0.2	-0.3	18	-0.9	-1.9	-17
COc1cc(CCC(=O)OCC(=O)Nc2ccccc2C(C)C)cc(OC)c1OC	0.2	0	-1	-0.8	-2.9	-8	-0.4	2.1	-3
Cc1occc1-c1nnc(SCC(=O)NC2CC2)n1C(C)C	0.0	-2	2	0.2	-0.1	6	-2.4	-0.7	6
C/C(N)=C(/C#N)C(=O)CN1CCCCC1	-1.8	3	-8	-0.5	-1.5	4	1.0	-1.7	3
CCOc1ccc(NS(=O)(=O)c2cccc(C(=O)N(C)Cc3ccco3)c2)cc1	0.3	0	3	-0.4	-1.6	3	0.0	0.7	2
CCN1CCN(c2oc(/C=C/c3ccccc3)nc2C#N)CC1	-1.1	192*	9	-1.7	-1.1	48*	0.7	x	u

An excerpt from above in order of length of the SMILES, ascending:
SMILES	PfHsp40 rescue	FBA Mtb inh	Anthrax LF prot	BoNT A protease	FadD28 binding	GDH-TPI counter	UGM FP inh	Mtb BioA inh	BoNT F protease
CCSc1nc(N)nc2c1ncn2C1OC(CO)C(O)C1O (configuration not stated)	0.4	2	-2	-0.6	0.2	7	x	-0.3	5
O=[N+]([O-])c1ccc(-n2nnnc2CN2CCOCC2)cc1	0.8	-1	2	0.1	-3.3	-6	2.4	x	-4
CCC(CO)Oc1cc(NCc2ccccc2)c2ncn(C(C)C)c2c1 (configuration not stated)	-0.1	6	2	-0.8	-0.2	9	-1.2	0.0&-0.7	1

3 entries picked at random from the list so far, as already listed:
SMILES	PfHsp40 rescue	FBA Mtb inh	Anthrax LF prot	BoNT A protease	FadD28 binding	GDH-TPI counter	UGM FP inh	Mtb BioA inh	BoNT F protease
Cc1occc1-c1nnc(SCC(=O)NC2CC2)n1C(C)C	0.0	-2	2	0.2	-0.1	6	-2.4	-0.7	6
CC[C@@H]1C/C=C\Cc2ccccc2[C@H](C(=O)C[C@H](O)CC(C)=O)OC1=O	-0.2	1	-4	-0.4	-0.4	-3	0.5	0.3	-2
COc1ccc(C)cc1N(CC(N)=O)S(=O)(=O)c1ccc(C)cc1	-1.7	-10	-4	0.2	-1.5	15	1.2	-2.0	1

The listing continues:
SMILES	PfHsp40 rescue	FBA Mtb inh	Anthrax LF prot	BoNT A protease	FadD28 binding	GDH-TPI counter	UGM FP inh	Mtb BioA inh	BoNT F protease
O=C(C[C@H]1C/C=C\CC[C@H](Cc2ccc(F)cc2)C(=O)OC[C@@H](Cc2c[nH]c3ccccc23)NC1=O)NCCO	-1.7	1	0	-0.4	-3.3	-11	-3.4	3.0	-3
COc1ccc(CC(=O)Nc2cccc(/C(C)=N/NC(=O)C3(C)CC3(Br)Br)c2)cc1 (configuration not stated)	0.0	0	-1	1.0	-0.6	9	3.7	2.2	6
CC1CCCN(C2=C(Cl)C(=O)N(c3cccc(Cl)c3)C2=O)C1 (configuration not stated)	-0.2	0	-2	2.1	-2.0	5	0.0	-0.7	-8
CC(C)Cc1ccc(S(=O)(=O)NCC2CCCO2)cc1 (configuration not stated)	-0.1	2	-10	-3.1	-2.0	-1	1.6	1.2	-11
COC(=O)c1cc2nc(-c3ccccc3)cc(C)n2n1	-1.6	10	6	3.0	-4.2	-2	0.3	1.0	u
COc1ccc(S(=O)(=O)N2CCN(CC(=O)NCC3(N4CCOCC4)CCCCC3)CC2)cc1	0.4	1	x	x	-1.7	-2	2.1	1.5	x
O=C(COc1ccc(S(=O)(=O)NCCc2ccccc2)cc1)N1CCCC1	-0.5	-1	-7	0.0	0.7	-5	0.1	0.2	-1
CCOC(=O)Nc1ccc2c3c(cccc13)-c1ccccc1-2	0.1	57*	8	5.0	-0.6	13	x	-0.9	1
Cc1nn(CC(=O)Nc2nnc(CC(=O)N3CCCC3)s2)c(=O)c2ccccc12	-1.3	2	-2	-0.3	-0.7	3	1.1	-2.3	14
O=S(=O)(c1ccc2c(c1)N(Cc1ccc(Cl)cc1)C1CCCN21)N1CCOCC1 (configuration not stated)	0.1	3	7	3.8	-10	8	0.4	0.5	10
Cc1ccc(C(=O)NC(C)CCc2ccccc2)cc1[N+](=O)[O-] (configuration not stated)	3.4	5	0	-0.6	-0.4	1	2.0	11	-9
O=c1c2ccccc2nnn1CSc1nnc2ccccn12	0.6	-2	0	-0.1	-2.8	-13	1.4	-1.1	-8
COC(=O)[C@@]12CCCCN1[C@H](c1ccc(-c3ccc(F)cc3)c(OC)c1)[C@H]1C(=O)N(C)C(=O)[C@H]12	2.3	4	-6	0.2	-0.3	4	-3.2	-1.8	-1
CCOC(=O)N1CCN(CCC(=O)Nc2cccc(Cl)c2C)CC1	-0.3	-3	14	-0.3	-2.0	13	-1.7	-1.5	-12
COc1ccc(Cl)cc1NC(=O)C(C)N(C)Cc1cccc(Cl)c1Cl (configuration not stated)	-0.5	0	-1	-0.1	0.0	2	-1.3	x	0
Cc1cccc(OCc2nnc(SCC(=O)Nc3cccc(C(=O)N4CCOCC4)c3)n2C)c1	1.1	-4	-2	-0.1	-1.0	11	-0.5	x	1
CNc1ccc([N+](=O)[O-])cc1	-0.1	-8	-5	0.0	-0.7	1	0.8	0.5	-9
Cc1cc(C)n(/C(=C\N(C)C)C(=O)c2cccc([N+](=O)[O-])c2)n1	-0.5	-5	-1	0.5	-3.4	7	-1.5	2.0	18
CCOC1=C2CN(S(=O)(=O)c3ccc(C)cc3)[C@H](c3cccc4ccccc34)C[C@H]2C(C#N)(C#N)C(C#N)(C#N)C1	x	3	5	0.2	-2.3	x	x	-2.0	6
Cc1ccc(Cl)cc1NC(=O)CSc1nncn1-c1ccccn1	-0.8	0	-2	-0.8	x	2	0.2	-0.5	6
CCCOc1ccccc1NC(=O)/C=C/C(N)=O	2.0	1	0	0.5	-1.2	-3	1.6	x	4
Cc1cnc(CNC(=O)CC2C(=O)NCCN2Cc2ccccc2C(F)(F)F)cn1 (configuration not stated)	-0.8	3	-5	-2.7	-0.5	4	0.4	-0.9	-11
CCOc1ccc(S(=O)(=O)N2Cc3ccccc3CC2C(=O)NCCCn2ccnc2)cc1 (configuration not stated)	1.1	-1	4	0.1	-0.9	4	-1.6	0.8	-21
CC(C)(C)NC(=S)NNC(=O)c1ccccc1Cl	u	0	1	-0.1	-4.7	4	-2.3	x	-2
COc1ccc(C(=O)Nc2nc3cc(OC)c(OC)cc3c(=O)[nH]2)cc1	-0.1	-7	-2	-3.4	-4.4	8	3.6	0.4	-5
(list continues)
SMILES	PfHsp40 rescue	FBA Mtb inh	Anthrax LF prot	BoNT A protease	FadD28 binding	GDH-TPI counter	UGM FP inh	Mtb BioA inh	BoNT F protease
O=C(Cn1ncn2c(cc3ccccc32)c1=O)NCCC1=CCCCC1	0.7	11	-8	0.8	-0.1	0	-1.4	-0.9	1
Cc1ccc(/C(O)=C2/C(=O)C(=O)N(CCN3CCOCC3)C2c2ccccn2)cc1 (configuration not stated)	2.6	-1	-2	-0.2	-0.9	7	0.0	-1.3	0
Cc1cnc(CNC(=O)c2ccc3sc([C@H]4C[C@H](O)[C@@H](CO)O4)nc3c2)cn1	x	-1	-4	-0.4	0.1	8	x	-0.7	-2
CCN(Cc1nc2cc(Cl)ccc2c(=O)[nH]1)C(=O)C1CC(=O)N(c2cccc3ccccc23)C1 (configuration not stated)	-0.5	-1	-6	0.0	-3.8	-1	1.8	1.9	-1
COC(=O)c1ccccc1NC(=O)Nc1nnc(N2CCCCC2C)s1 (configuration not stated)	0.6	2	-2	-0.3	0.5	-9	1.4	0.9	-3
COCCNc1nc(Oc2cccc(F)c2)c2sccc2n1	x	8	-2	0.5	-3.8	14	x	2.2	6
CC12CN(S(=O)(=O)c3ccccc3)CC(C)(CN(S(=O)(=O)c3ccccc3)C1)C2	0.0	-1	u	-2.3	-1.5	13	-1.5	-0.9	8
Cc1cc(C(=O)N2CCN(c3ccccc3Cl)CC2)c(C)o1	-0.2	5	5	1.5	-1.5	9	-2.8	-0.7	6
Cc1nc2ccc(NC(=O)c3ccc(S(=O)(=O)N(C)c4ccccc4)cc3)cc2s1	7.2	0	-1	0.5	-4.8	-3	1.6	x	-4
CNS(=O)(=O)c1cccc(C(=O)OCC(=O)N(Cc2ccccc2)C(C)(C)C)c1	-0.6	-1	0	0.2	-8.2	-1	0.0	1.5	0
O=C(O)c1ccc(-n2cccc2/C=N\NC(=O)c2cc3cc(Br)ccc3o2)cc1	-0.5	2	0	-2.4	-3.1	36*	-1.0	-0.3	-1
O=c1c(Cc2c(F)cccc2Cl)c(O)ccn1CCCN1CCOCC1	-1.0	-3	-4	1.0	-0.1	-4	1.0	x	2
Oc1cc2c(cc1CN1CCc3ccccc3C1)OCO2	-0.3	-1	3	0.7	-0.5	-5	-2.1	0.7	0
O=C(CN1C(=O)c2ccccc2C1=O)N(CCO)Cc1ccccc1	0.0	1	-4	-2.2	22*	-7	3.0	-0.2	-1
COc1ccc(C(=O)N/C(N)=N/c2nc3ccccc3o2)cc1	1.3	8	-1	-0.3	-3.0	9	0.8	-2.2	-8
COc1ccc(CNCc2ccc(F)cc2)c(OC)c1	-0.4	1	1	2.9	-2.3	-4	-0.3	-1.2	-24
Cc1c(C(=O)Nc2ccc(Cl)cc2)c2ccccn2c1CCc1ccncc1	6.1	32*	-2	0.1	-2.3	8	-2.3	2.0	-9
CN(C)S(=O)(=O)c1cccc(NC(=O)NCCCl)c1	-0.9	4	3	-0.8	-2.5	8	0.8	x	-1

An unsorted share of the library; any-hit rate near 4.7%.
